# Screening results: PubChem BioAssay, National Center for Advancing Translational Sciences (NCATS)
# TDP-43 yeast inh = inhibitors of TDP-43 toxicity in yeast; Potency, µM (highest dose often 46.1 µM), for the others: at the highest dose growth rescue (activation), usual class: activators; 1.8% of 410,000 active; AID 652104; TDP-43 expressing yeast growth rescue, BacTiter-Glo, 24 h; also: potency is read from the fitted curve at half-maximal effect; % of control where 0% means no effect; nearly all actives have a fitted effect of over 50% in size
#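 Yeast expressing TDP-43 (pregrown in raffinose, seeded at OD600=0.02 in galactose medium) exposed to compounds 24 hr at 30 deg C. Growth read by BacTiter-Glo luminescence; rescue of toxicity appears as increased signal.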
# pAkt inh = Akt phosphorylation inhibition | AID 651550 | Neuro2A IGF-stimulated pAkt S473 HTRF, 20 min; stronger effect = lower value | activity change, % for hits at 50 µM | 0.32% of 360,000 active; in the data active = activity change below about -80%; inconclusive = mostly about -51% to -80%; also: % is scaled to controls: 0 for no effect and ±100 for the full control effect
#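 Neuro2A cells in DMEM with 0.5% FBS, overnight at 37 deg C, given compound at single 50 µM final, then IGF (6 nM final) for 20 min at 37 deg C. Lysed; phospho-Akt Ser473 by HTRF after 24 h, 665/615 ratio.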
# GLP1R cytotox = cytotoxicity counter-screen for GLP-1 receptor inverse agonists. Potency, µM (doses to about 38.3 µM), for the others: at the highest dose activity change, negative = inhibition, usual class: inhibitors. HEK293 cAMP-luciferase reporter cells, luminescence, 24 h. AID 624418. 0.13% of 410,000 active;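 also: loss of luciferase light is scored as toxicity; potency is read from the fitted curve at half-maximal effect; % is scaled to controls: 0 for no effect and ±100 for the full control effect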
#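 Quantitative HTS format, 1536 wells, 200 cells/uL seeded. Compounds: 23 nL, 24 h, 37 °C. Detection: luciferase reagent, luminescence at 12 min RT; decreased signal taken as cytotoxic.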
# PTHR1 agonist = PTHR1 (human) receptor agonism | Q03431 | HEK293 GP2 PTHR1 cells, GloSensor cAMP luminescence, 1 h | Potency, µM (titrated, usually from 115 µM), without a hit: top-dose activation, most hits filed as activators | 0.075% of 410,000 active; also: potency is read from the fitted curve at half-maximal effect; nearly all actives have a fitted effect of over 55% in size; some results filed as inactive show a strong effect at the top dose; inactives centre near -15; many of its hits are not listed in these tables
# Target sequence (Q03431 whole entry, looked up): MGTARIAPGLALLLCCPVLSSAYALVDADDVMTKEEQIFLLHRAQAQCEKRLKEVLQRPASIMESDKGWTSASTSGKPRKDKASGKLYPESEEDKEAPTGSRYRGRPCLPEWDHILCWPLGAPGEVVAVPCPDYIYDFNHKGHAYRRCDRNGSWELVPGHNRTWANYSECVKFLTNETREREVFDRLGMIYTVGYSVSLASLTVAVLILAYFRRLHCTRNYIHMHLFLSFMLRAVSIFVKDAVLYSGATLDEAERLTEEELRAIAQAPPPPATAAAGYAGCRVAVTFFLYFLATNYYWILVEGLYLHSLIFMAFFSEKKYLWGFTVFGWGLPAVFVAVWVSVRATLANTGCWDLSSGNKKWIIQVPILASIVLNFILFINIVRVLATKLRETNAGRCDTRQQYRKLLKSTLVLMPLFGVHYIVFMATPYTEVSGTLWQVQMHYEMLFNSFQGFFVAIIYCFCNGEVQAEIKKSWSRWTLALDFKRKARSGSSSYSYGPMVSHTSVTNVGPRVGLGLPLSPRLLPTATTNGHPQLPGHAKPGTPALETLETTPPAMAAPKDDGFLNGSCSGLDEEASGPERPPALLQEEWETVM
#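 HEK-293-derived GP2 cells expressing PTHR1 and a GloSensor cAMP reporter, 3,000/well, plated overnight, given luciferin plus IBMX (each 0.5 mM as added) for 1 h at 37 °C, then compound for 1 h at 37 °C. Luminescence was read after 15 min at room temperature.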
# Abeta yeast res = restores growth of yeast expressing A-beta42 peptide; yeast expressing A-beta42, growth rescue, OD600, 48 h; response scale: 0% DMSO, 100% iron-clioquinol control; Potency, µM (series often up to 46.1 µM), for inactives: at the top dose growth rescue, usual class: activators; 0.063% of 410,000 active; also: potency is read from the fitted curve at half-maximal effect; nearly all actives have a fitted effect of over 55% in size
#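 Yeast growth medium received pinned compounds, then yeast cells expressing toxic A-beta were added; plates incubated at 30 C for 48 hr. Growth read as absorbance at 600 nm, normalized to DMSO and equimolar FeCl3 plus clioquinol controls.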
# MmCpn inh = inhibitors of Methanococcus maripaludis chaperonin (MmCpn); purified Mm-Cpn ATPase, ADP Transcreener TR-FRET; Potency, µM (highest dose often 76.9 µM), for inactives: at the top dose activity, negative = inhibition, hits mostly inhibitors; 0.031% of 330,000 active; also: potency is read from the fitted curve at half-maximal effect; % is scaled to controls: 0 for no effect and ±100 for the full control effect; nearly all actives have a fitted effect of over 80% in size
#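 Purified archaeal chaperonin (25 nM final) was preincubated with compound for 10 min at 37°C, then ATP (10 uM final) was added for 30 min at 37°C in Tris pH 7.4/KCl/MgCl2/DTT buffer. ADP was quantified by HTRF Transcreener TR-FRET.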
# FUS suppressor = rescues growth of FUS-expressing yeast; S. cerevisiae FUS-expressing, growth rescue, OD600, 24 h; Potency, µM (titrated, usually from 76.6 µM), for inactives: at the highest dose growth rescue (activation), usual class: activators; 0.24% of 390,000 active;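 also: potency is read from the fitted curve at half-maximal effect; plate controls were DMSO vehicle for no effect and reference control for full effect; nearly all actives have a fitted effect of over 55% in size; some results filed as inactive show a strong effect at the top dose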
#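 FUS-expressing yeast, raffinose-pregrown, induced in 2% galactose minimal medium at OD 0.005; compounds in a dilution series, 24hr at 30C. Growth restoration read as absorbance at 600 nm. CP55940 positive control, DMSO negative.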
# GLP-1R inv ag = inverse agonists of human GLP-1 receptor; Potency, µM (top dose mostly 38.3 µM), without a hit: at the top dose activity change, negative = inhibition, most hits filed as inhibitors; AID 624417; 1.6% of 410,000 active; HEK293 GLP-1R CRE-luciferase, luminescence, 24 h; GLP-1R form is constitutively active; P43220; also: potency is read from the fitted curve at half-maximal effect; % is scaled to controls: 0 for no effect and ±100 for the full control effect; nearly all actives have a fitted effect of over 55% in size
# Target sequence (P43220 whole entry, looked up): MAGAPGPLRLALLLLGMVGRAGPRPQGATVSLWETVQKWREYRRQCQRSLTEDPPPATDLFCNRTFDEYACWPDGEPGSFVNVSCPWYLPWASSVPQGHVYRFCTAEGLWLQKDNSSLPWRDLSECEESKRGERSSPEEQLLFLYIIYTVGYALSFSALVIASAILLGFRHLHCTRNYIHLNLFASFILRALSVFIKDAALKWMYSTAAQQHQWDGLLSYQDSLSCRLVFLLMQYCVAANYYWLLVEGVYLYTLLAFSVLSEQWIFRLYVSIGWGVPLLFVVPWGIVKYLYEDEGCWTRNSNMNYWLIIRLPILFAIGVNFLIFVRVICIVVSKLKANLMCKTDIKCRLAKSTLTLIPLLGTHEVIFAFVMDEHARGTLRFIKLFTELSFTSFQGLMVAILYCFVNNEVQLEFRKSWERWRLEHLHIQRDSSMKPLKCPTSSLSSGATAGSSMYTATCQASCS
#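 Readout was luciferase luminescence, measured 12 min after detection reagent at room temperature. Beforehand, GLP-1R reporter HEK293 cells had sat 12 h, then received compounds for 24 hr at 37 deg C.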
# aSyn rescue = alpha-synuclein toxicity inhibition in yeast | Yeast expressing alpha-synuclein, growth rescue, BacTiter-Glo, 24 h | Potency, µM (highest dose often 46.1 µM), inactives show top-dose growth rescue (activation), actives largely listed as activators | 0.14% of 370,000 active; also: potency is read from the fitted curve at half-maximal effect; % of control where 0% means no effect; nearly all actives have a fitted effect of over 65% in size
#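 Screening used galactose-induced yeast with toxic alpha-synuclein levels, exposed to compound for 24 hr at 30 deg C. Cell growth, read with BacTiter-Glo luminescence, gave the measured signal.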
# * marks the source's active call; other numbers are inactive results; i = inactive; ? = inconclusive; / = no result given; & = joins results of further samples; [ ] = another dose, or the depositor's remark. Unless noted, calls follow the shape of the dose curve; as a rule, active = well fitted curve in the direction sought with a large enough effect; inconclusive = small, poorly fitted or top-dose-only effect, or another doubt; inactive = no such curve, though single readings can be large; an effect the other way counts as inactive or inconclusive. Some of the compounds tested. The share of hits here may be higher or lower than overall.
SMILES,TDP-43 yeast inh,pAkt inh,GLP1R cytotox,PTHR1 agonist,Abeta yeast res,MmCpn inh,FUS suppressor,GLP-1R inv ag,aSyn rescue
Cc1cc(C(=O)O)ccc1NCc1cccnc1,4%,i,-26%,i,-7%,0%,5%,-5%,-1%
NS(=O)(=O)c1ccc(CCNC(=O)C(=O)NCC2OCCN2S(=O)(=O)c2cccs2)cc1 (configuration not stated),8%,i,-8%,-11%,7%,-1%,17%,-1%,3%
COc1ccc(C2=NNC(c3cccnc3)=Nc3ccccc32)cc1,0%,i,-3%,-6%,-11%,5%,25%,0%,-5%
O=C(c1ccc(Cl)c([N+](=O)[O-])c1)N(Cc1ccccc1)C1CCS(=O)(=O)C1 (configuration not stated),5%,i,6%,-13%,-12%,1%,/,9%,-8%
CCc1noc(C)c1C(=O)N(CC)CC(=O)NCc1ccc(F)cc1,1%,i,-29%,i,2%,/,-38%,7%,-1%
O=C(Nc1cccc(Br)c1)c1ccc(CSc2ccccc2)cc1,5%,i,11%,i,-8%,0%,/,2%,-11%
O=C1C2CCCCN2C(=O)N1CCCCN1CCN(c2cccc(C(F)(F)F)c2)CC1 (configuration not stated),/,i,-14%,-56%[inhibitor],9%,/,7%,?,-1%
Cc1ccc(S(=O)(=O)N2CCOCC2)cc1NC(=O)C(c1ccc(Cl)cc1)C(C)C (configuration not stated),-4%,i,11%,-31%,13%,0%,21%,?,-7%
C#CCOCCOCCOCCNc1nc(N2CCN(C(=O)[C@H](CCC(=O)O)n3cc(CN)nn3)CC2)nc(N2CCN(C(=O)[C@H](CCC(=O)O)n3cc([C@@H](N)[C@H](C)CC)nn3)CC2)n1,10%,i,3%,-24%,4%,0%,-11%,-3%,?
COc1ccc([C@@H]2[C@@H]3C(=O)N(C(C)(C)C)C(=O)[C@@H]3[C@]3(Cc4ccccc4)C(=O)N(c4cccc(Br)c4)C(=O)N23)cc1,7%,i,-1%,i,0%,-1%,32%,?,-1%
CC(=O)c1ccccc1OC(=O)COc1ccc(Cl)cc1C,-46%[inhibitor],i,5%,-42%[inhibitor],-72%[inhibitor],-2%,-2%,30%[activator],-18%
COc1ccccc1C(=O)N/C(=C\c1cn(C)c2ccccc12)C(=O)N1CCOCC1,6%,i,0%,0%,12%,?,5%,10%,-3%
CCC(=O)c1ccc(OCC(O)CNC(C)c2ccccc2)cc1 (configuration not stated),13%,i,6%,-20%,22%,0%,-21%,-28%,3%
CCOC(=O)C1(Cc2cccc(OC)c2)CCCN(C(=O)c2cc(C)[nH]n2)C1 (configuration not stated),13%,i,-9%,-10%,15%,2%,8%,11%,-4%
COc1ccc(C2(C#N)CCC(=O)N2c2ccccc2)cc1 (configuration not stated),-11%,i,-14%,-7%,-6%,1%,4%,3%,-5%

# Record cards, from the list above:
# C#CCOCCOCCOCCNc1nc(N2CCN(C(=O)[C@H](CCC(=O)O)n3cc(CN)nn3)CC2)nc(N2CCN(C(=O)[C@H](CCC(=O)O)n3cc([C@@H](N)[C@H](C)CC)nn3)CC2)n1 is listed as TDP-43 yeast inh: 10%; pAkt inh: i; GLP1R cytotox: 3%; PTHR1 agonist: -24%; Abeta yeast res: 4%; MmCpn inh: 0%; FUS suppressor: -11%; GLP-1R inv ag: -3%; aSyn rescue: ?
# O=C(c1ccc(Cl)c([N+](=O)[O-])c1)N(Cc1ccccc1)C1CCS(=O)(=O)C1 (configuration not stated) is listed as TDP-43 yeast inh: 5%; pAkt inh: i; GLP1R cytotox: 6%; PTHR1 agonist: -13%; Abeta yeast res: -12%; MmCpn inh: 1%; FUS suppressor: /; GLP-1R inv ag: 9%; aSyn rescue: -8%

# Back to the main list; the two compounds before the break are reprinted first.
SMILES,TDP-43 yeast inh,pAkt inh,GLP1R cytotox,PTHR1 agonist,Abeta yeast res,MmCpn inh,FUS suppressor,GLP-1R inv ag,aSyn rescue
CCOC(=O)C1(Cc2cccc(OC)c2)CCCN(C(=O)c2cc(C)[nH]n2)C1 (configuration not stated),13%,i,-9%,-10%,15%,2%,8%,11%,-4%
COc1ccc(C2(C#N)CCC(=O)N2c2ccccc2)cc1 (configuration not stated),-11%,i,-14%,-7%,-6%,1%,4%,3%,-5%
O=C(COC(=O)c1ccco1)Nc1nc2ccccc2s1,18%,i,6%,-41%[inhibitor],-1%,2%,6%,8%,-6%
O=C(NCCc1ccccc1)/C(=N\O)c1ccccc1,14%,i,1%,-36%[inhibitor],28%,2%,9%,3%,-4%
COC(=O)c1sccc1NC(=O)c1cc(C)on1,-12%,i,9%,-2%,-5%,2%,7%,3%,0%
CC(=O)Nc1cc(-c2ccc(S(C)(=O)=O)cc2)cn2c(-c3ccc(F)cc3)cnc12,16%,i,5%,-14%,-8%,/,7%,-11%,-4%
O=C(/C=C/c1ccco1)N1CCN(S(=O)(=O)c2ccc(F)c(F)c2F)CC1,-10%,i,-1%,i,24%,1%,14%,12%,0%
CCOc1ccc(S(=O)(=O)N2CCC(C(=O)N3CCN(C)CC3)CC2)cc1Cl,-12%,i,-9%,i,1%,0%,-1%,-1%,3%
O=C(NCCCN1CCN(c2cccc(Cl)c2)CC1)C1(S(=O)(=O)c2ccc(Cl)cc2)CC1,-7%,i,-8%,-45%[inhibitor],3%,0%,26%,?,-14%
Cc1cc2c(cc1S(=O)(=O)CCC(=O)N(C)C1CCCCC1)OCC(=O)N2,0%&14%,i,2%&1%,i,-9%&2%,2%,-1%&-6%,7%&18%,-1%&-7%
O=C(Nc1cccc(C(F)(F)F)c1)c1ccccc1NC(=O)C1CCCCC1,4%,i,2%,-22%,-6%,-1%,15%,2%,1%
CCC(CC)NC(=O)/C=C/c1ccccc1Cl,-35%,i,17%,-58%,-8%,2%,/,-28%,-9%
CCOC(=O)C(=O)Nc1sc(C(=O)N(CC)CC)c(C)c1C#N,7%,i,4%[0.307 µM],i,15%,0%,3%,-19%[0.307 µM],11%
CCc1cccc(NC(=O)CC2Oc3ccc(C)cc3NC2=O)c1 (configuration not stated),-1%,/,14%,5%,-21%,/,4%,-8%,/
Cc1cccc(C(=O)OCC(=O)Nc2nccs2)c1,-1%,/,4%,i,0%,1%,15%,-1%,0%
Cc1ccc(CSc2ncc(Cl)c(C(=O)Oc3ccccc3F)n2)cc1,-5%,/,13%,i,-14%,/,-2%,-2%,/
Cc1cc(OC(C)C(=O)NC2CCN(Cc3ccccc3)CC2)c2c(C)cc(=O)oc2c1 (configuration not stated),3%,i,-2%,6%,16%,2%,-11%,-36%,9%
Cc1ccc(S(=O)(=O)/N=C(\CCl)N2CCOCC2)cc1,10%,i,9%,-5%,-16%,1%,/,?,-3%
COc1ccccc1CNC(=O)c1ccccc1OC,12%,i,10%,-13%[57.5 µM],-14%,-1%,-7%,8%,-10%
Cc1ccc(NC(=O)C2CCCN2S(=O)(=O)c2ccc3nc(-c4ccccc4)[nH]c3c2)cc1C (configuration not stated),0%,/,-29%,-76%[inhibitor],-7%,/,-14%,?,/
O=C(NC(Cc1c[nH]c2ccccc12)C(=O)O)/C(=C\c1ccccc1)NC(=O)c1ccccc1 (configuration not stated),-10%,i,3%,-18%,-1%,-1%,12%,-3%,-4%
Cc1ccc(C)c(N2CCN(S(=O)(=O)c3csc(C(N)=O)c3)CC2)c1,10%&8%,i,-6%&-15%,-10%&-74%,1%&2%,1%,1%&22%,?,3%
CCOc1ccc(CCNC(=O)C2CCN(c3ccc(N4CCOCC4)nn3)CC2)cc1OCC,-3%,i,35%[activator],i,1%,-5%,/,5%,2%
CSC1=N/C(=C\c2ccccc2C)C(=O)S1,16%,i,-20%,i,-6%,5%,-9%,2%,-2%
CNC(=O)CSc1nnc(NC(=O)C2CC(=O)N(c3ccccc3OC)C2)s1 (configuration not stated),-9%,i,11%,-3%,-4%,-14%,11%,7%,-1%
O=C(NCc1ccccc1)c1cccc(Nc2nc3ccccc3n3nnnc23)c1,9%,/,15%,-6%,-3%,/,-24%,10%,/
Cc1ccc2c(c1)C(C)(C)[C@]1(C)NC(=O)CCN21,6%,i,-2%,-41%[inhibitor][57.5 µM],8%,-2%,-5%,1%,-7%
CCOC(=O)c1nn(-c2ccc(Cl)cc2)c2nc(CC)c(C#N)c(=O)n12,11%,i,1%,i,16%,-13%,3%,36%[activator],2%
CC(=O)NC1CC(=O)N(c2ccc3c(c2)OCCO3)C1 (configuration not stated),1%,/,7%,12%,-6%,/,16%,6%,/
O=C1CC(N2CCN(Cc3ccc4c(c3)OCO4)CC2)C(=O)N1c1cccc2ccccc12 (configuration not stated),-1%,i,11%,-5%,12%,-2%,15%,?,5%
COc1cc(C(=O)OCC(C)=O)cc(NC(=O)c2ccco2)c1OC,13%,i,17%,-8%,-1%,-1%,-28%,18%,-6%
O=C(CCC(=O)N1CCCC1)N1CCCC1,-9%,i,-7%,-9%,9%,-3%,29%,1%,-1%
CC1=CCn2c(=O)c3ccccc3c(=O)n2C1,-17%[0.397 µM],i,-5%,i,5%,0%,1%,15%,-9%
O=S(=O)(c1cccc(NC(=S)N2CCN(c3ccccc3)CC2)c1)C(F)F,5%,i,5%,-35%[inhibitor],-1%,0%,/,-22%,-6%
CCC(C(=O)NCCc1ccco1)n1nc(C)c2c(C)n(-c3ccccc3)nc2c1=O (configuration not stated),-16%,i,-13%,-12%,16%,0%,10%,-19%,1%
